# Bioassay records from PubChem.
# HCV inh: HCV inhibition; Huh7.5.1 HCVcc-Cre infection, luciferase reporter, 44 h; Potency, µM (top dose mostly 41.8 µM), for inactives: at the top dose activity change, negative = inhibition, most hits filed as inhibitors; 340,000 compounds, 3.4% hits; also: potency is read from the fitted curve at half-maximal effect
#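 Reporter virus HCVcc-Cre (~0.5 moi) infects cells exposed to compound; seeding density 1,000 cells/well with 4 h settling beforehand. Luminescence, 15 sec read, taken 44 h post-infection following a 15 min RT substrate incubation.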
# HCMV inh: human cytomegalovirus inhibition; HFF cells, HCMV-luciferase reporter, 72 h; active compounds read low; activity change, negative = inhibition, % at 57.5 µM; 410,000 compounds, 4.5% hits; in the data active = activity change below about -60%; inconclusive = no clear call, values can overlap the other calls; inactive = above about -39%
#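 HFF cells seeded 16 h at 37C, treated with compounds, infected with luciferase-reporter HCMV at MOI 1 PFU/cell; luciferase read at 72 h post infection, normalized to buffer-only and Salinomycin controls.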
# Giardia FBPA inh: inhibitors of Giardia lamblia fructose-1,6-bisphosphate aldolase; Potency, µM (titrated, usually from 59.6 µM), inactives show at the highest dose activity, negative = inhibition, hits mostly inhibitors; 290,000 compounds, 0.71% hits; A8B2U2; purified Giardia FBPA; also: potency is read from the fitted curve at half-maximal effect; nearly all actives have a fitted effect of over 55% in size
# Target sequence (A8B2U2 whole entry, looked up): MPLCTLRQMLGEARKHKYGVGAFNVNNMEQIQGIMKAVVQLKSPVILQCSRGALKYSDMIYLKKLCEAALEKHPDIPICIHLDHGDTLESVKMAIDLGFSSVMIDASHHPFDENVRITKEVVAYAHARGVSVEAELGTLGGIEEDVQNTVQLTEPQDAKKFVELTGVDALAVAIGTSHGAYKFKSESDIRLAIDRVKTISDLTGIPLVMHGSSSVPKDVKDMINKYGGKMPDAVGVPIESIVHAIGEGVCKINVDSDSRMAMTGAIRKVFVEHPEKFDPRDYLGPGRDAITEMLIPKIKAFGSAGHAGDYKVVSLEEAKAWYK
#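 40 nM FBPA preincubated 10 min at RT with compound (up to 57.5 uM final), then substrate plus GAPDH/TPI/NAD/arsenate coupling and diaphorase/resazurin added. Fluorescence read after 20 min at RT, 525/598 nm.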
# AmpC inh detg: AmpC beta-lactamase inhibition with detergent present; P00811; AmpC hydrolysis of nitrocefin, absorbance 480 nm, 0.01% Triton; Potency, µM (series often up to 114 µM), for the others: top-dose activity change, negative = inhibition, actives largely listed as inhibitors; 370,000 compounds, 0.041% hits;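 also: potency is read from the fitted curve at half-maximal effect; 0% = no-compound wells and -100% = no-enzyme wells; nearly all actives have a fitted effect of over 25% in size; some results filed as inactive show a strong effect at the top dose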
# Target sequence (P00811 whole entry, looked up): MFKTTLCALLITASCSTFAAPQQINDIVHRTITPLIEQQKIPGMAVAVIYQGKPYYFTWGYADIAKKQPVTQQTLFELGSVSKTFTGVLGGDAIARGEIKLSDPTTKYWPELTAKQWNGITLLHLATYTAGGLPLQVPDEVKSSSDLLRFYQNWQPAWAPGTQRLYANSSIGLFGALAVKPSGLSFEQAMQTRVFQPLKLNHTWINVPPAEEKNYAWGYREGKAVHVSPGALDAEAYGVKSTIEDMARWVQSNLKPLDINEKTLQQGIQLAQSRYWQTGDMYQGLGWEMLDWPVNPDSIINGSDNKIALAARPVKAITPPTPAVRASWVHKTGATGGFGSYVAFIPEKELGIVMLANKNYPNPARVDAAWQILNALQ
#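 20 mM phosphate pH 7.0 + 0.01% (detergent screen) or 0.0001% Triton X-100; 5.3 nM AmpC reagent; cpd preinc 15 min RT; nitrocefin (800 uM stock) to start; A480 q20 s × 4 min; Activity was normalised to no-enzyme and no-compound control wells.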
# AMA1 RON2 block: disrupts binding of P. falciparum AMA1 to RON2; Potency, µM (highest dose often 58.2 µM), without a hit: at the highest dose activity change, negative = inhibition, actives largely listed as inhibitors; 360,000 compounds, 0.2% hits; AlphaScreen AMA1-biotinylated RON2 peptide binding;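 also: potency is read from the fitted curve at half-maximal effect; 0% = vehicle wells and -100% = peptide control; nearly all actives have a fitted effect of over 45% in size; some results filed as inactive show a strong effect at the top dose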
#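 AMA1 (3D7) with his tag at 25 nM final met compounds first, then biotinylated RON2 peptide at 25 nM; detection used donor plus acceptor beads, 10 µg/mL apiece, read by AlphaScreen after 30 min at room temperature.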
# Sm TGR inh: S. mansoni TGR enzyme inhibition | 360,000 compounds, 3% hits | Q962Y6 | purified TGR, DTNB reduction, TNB absorbance 405 nm | Potency, µM (titrated, usually from 114 µM), inactives show top-dose activity change, negative = inhibition, hits mostly inhibitors; also: potency is read from the fitted curve at half-maximal effect; nearly all actives have a fitted effect of over 60% in size
#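 TGR 20 nM + NADPH 100 uM (dispensed conc.), cpd preinc 15 min RT; start with NADPH (500 uM addition) then DTNB (15 mM addition). Kinetic TNB absorbance, 405 nm filter. Four-parameter Hill fit across titration.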
# * marks the source's active call; other numbers are inactive results; ? = inconclusive; nt = no result given; & = joins results of further samples; [ ] = dose if it differs, or a comment. Unless noted, calls follow the shape of the dose curve; as a rule, active = well fitted curve in the direction sought with a large enough effect; inconclusive = small, poorly fitted or top-dose-only effect, or another doubt; inactive = no such curve, though single readings can be large; an effect the other way counts as inactive or inconclusive. Unless noted, % is scaled to controls: 0 for no effect and ±100 for the full control effect.
SMILES,HCV inh,HCMV inh,Giardia FBPA inh,AmpC inh detg,AMA1 RON2 block,Sm TGR inh
COc1cccc(NC(=O)C2CCOC2=O)c1 (configuration not stated),16%,3,nt,nt,-4%,nt
COc1cc(/C=N/NC(=O)c2cccc(NC(=O)c3ccccc3C)c2)ccc1O,-12%,14,0%,-3%,16%,-2%
c1ccc(-n2c(SCC3CCCCO3)nnc2-c2cccs2)cc1 (configuration not stated),21%,-6,9%,2%,-12%,-26%
O=[N+]([O-])c1cc(Cl)cc(/C=N\Nc2ccccn2)c1O,?,-103*,-2%,?,44%[activator],8%
NC(=O)CN1CCN(c2nc(-c3ccc(F)cc3)cs2)CC1,-8%,-28,2%,-6%,0%,5%
CCN(C(=O)COC(=O)C(Cc1ccccc1)N1C(=O)c2ccccc2C1=O)C1CCS(=O)(=O)C1 (configuration not stated),13%&2%,21,5%,-8%,-3%,-26%
CC1(NC(=S)NCCO)CCS(=O)(=O)C1 (configuration not stated),9%,10,1%,-8%,1%,-3%
CC(=O)Nc1ccc(C2=NN(c3ccccc3)C(c3ccccc3)C2)cc1 (configuration not stated),-23%,22,0%,3%,24%,-33%
COc1ccc(-c2cc(C(F)(F)F)nc(N)n2)cc1,-16%,-30,2%,-1%,-4%,2%
COc1ccc(/C=C2/C(=O)N(c3cccc(F)c3)N=C2C)c(OC)c1,-4%,5,2%,-11%,0%,-4%
O=C1[C@@H]2Cc3c([nH]c4ccccc34)C(c3ccccc3)N2C(=O)CN1C1CC1 (some centres not stated),1%,106,-11%,-7%,-21%,-7%
Cc1ccc(Nc2ncc3c(=O)[nH][nH]c(=O)c3n2)cc1,15%,-16,nt,nt,75%[activator],nt

# Of the compounds above, two have an NH in an aromatic ring.
SMILES,HCV inh,HCMV inh,Giardia FBPA inh,AmpC inh detg,AMA1 RON2 block,Sm TGR inh
O=C1[C@@H]2Cc3c([nH]c4ccccc34)C(c3ccccc3)N2C(=O)CN1C1CC1 (some centres not stated),1%,106,-11%,-7%,-21%,-7%
Cc1ccc(Nc2ncc3c(=O)[nH][nH]c(=O)c3n2)cc1,15%,-16,nt,nt,75%[activator],nt

# Later entries
SMILES,HCV inh,HCMV inh,Giardia FBPA inh,AmpC inh detg,AMA1 RON2 block,Sm TGR inh
CCOc1ccccc1CNC(=O)Cn1c(=O)oc2ccccc21,0%,-1,4%,0%,-2%,-5%
CCC1CN(C(=O)N2CCC(C(=O)N3CCN(c4cc(C)ccc4C)CC3)CC2)c2ccccc2O1 (configuration not stated),nt,?,nt,12%,nt,0%
Cc1ccc(S(=O)(=O)N2[C@@H](c3ccccc3)C(C(=O)O)=CC[C@H]2c2ccc3c(c2)OCO3)cc1,-6%,-11,nt,-4%,-4%,-31%
CC(C)CCNC(=O)Cc1ccc(NC(=O)N2CCCCc3ccccc32)cc1,nt,5,nt,2%,nt,0%
Cc1ccc(O)c(C(=O)c2cc(C(=O)NCc3ccccc3)c(=O)n(Cc3ccccc3)c2)c1,?,10,-3%,-6%,-28%,-6%
CCOc1ccc(N(C)S(=O)(=O)c2cc(-c3cc(C)no3)ccc2CC)cc1,?,-90*,nt,1%,17%,3%
CC(C)(C)n1nnnc1C(c1ccc(C#N)cc1)N1CCCC2(CCCCC2)C1 (configuration not stated),-24%,?,0%,-2%,0%,-1%
CC(C)c1c(CN(C)C(C)Cc2ccccc2)n(C)n(-c2ccccc2)c1=O (configuration not stated),23%,-21,nt,?,3%,-5%
COc1ccc(NC(=O)c2ccc3c(c2)S(=O)(=O)c2ccccc2C3=O)cc1,3%,-63*,nt,nt,-4%,nt
COc1ccc(C)cc1NC(=O)c1nnn(Cc2cccc(C(F)(F)F)c2)c1N,?,?,2%,13%,4%,1%
CN(CC(=O)Nc1cccc2ccccc12)C(=O)c1ccc(NC(=O)CC#N)cc1,-3%,-10,nt,nt,-5%,nt
CCN(CC(=O)NCc1cccs1)C(=O)c1ccccc1Cl,26%,39,5%,?,3%,-5%
Cc1cccc(C(=O)OCC(=O)N2CCc3ccccc3C2)c1O,-2%,23,nt,nt,7%,nt
COc1ccc2c(c1)cc1c(=O)n(CC(=O)NC(C)C)nc(C)n12,nt,-3,nt,4%,nt,-3%
c1ccc(CSc2nnnn2-c2ccccc2)cc1,18%,37,-7%,2%,33%[activator],0%
COC(=O)CCC(=O)Nc1cccc2c(NC(=O)CCC(=O)OC)cccc12,4%,36,?,-2%,-7%,?
CCOc1ccc(NS(=O)(=O)c2cc(NC(=O)c3ccc(C)cc3)ccc2Cl)cc1,7.9µM*,-38,-3%,?,8%,-2%
CC(=O)c1ccc(NC(=O)Cn2c(=O)nc(-c3ccccc3)c3cc(Cl)ccc32)cc1,nt,15,nt,4%,nt,-9%
COc1ccccc1OCCOCCOc1ccccc1Cl,-22%,-21,-1%,-14%,65%[activator],-2%
COc1ccc(Cn2nnnc2C(c2cccs2)N2CCSCC2)cc1 (configuration not stated),2%,-17,8%,1%,28%,-28%
CC(=O)Cn1c(=O)c2c(nc3n2CCCN3Cc2ccccc2)n(C)c1=O,-13%,-6,-2%,-12%,-9%,-6%
Cc1ccc(C(=O)C(C)OC(=O)CCN=C2NS(=O)(=O)c3ccccc32)cc1 (configuration not stated),?,-1,nt,-4%,-4%,-1%
C/C(=N\NC(=O)C1CC1)c1ccc(N2CCOCC2)cc1,9%,86,-2%,?,-9%,2%
COc1nc(C#N)nc(N(C)C)n1,-9%,-29,0%,-10%,13%,-21%
Cc1c(NC(=O)CN2C(=O)c3ccccc3S2(=O)=O)c(=O)n(-c2ccccc2)n1C,0%&19%,-23,-3%,6%,3%,3%
O=C(NC1CCCCC1)c1ccc(CSc2nc3ccncc3n2Cc2ccccc2F)cc1,nt,-19,nt,20%,nt,34%
COc1ccc([C@@H]2CC=C(C(=O)O)[C@H](c3cccc(Cl)c3)N2S(=O)(=O)c2ccc(Cl)cc2)cc1,25%,5,nt,0%,1%,-7%
COc1ccc(Nc2nnc(-c3ccc(N4CCOCC4)c([N+](=O)[O-])c3)c3ccccc23)cc1,-24%,-8,-1%,-1%,-12%,-11%
O=C(O)CSC1c2ccccc2C(=O)N1c1ccccc1 (configuration not stated),-5%,-1,3%,0%,0%,-7%
COc1ccc(/C=C(\NC(=O)c2ccccc2)C(=O)N2CCC(C)CC2)cc1,-4%,-2,nt,-3%,5%,-17%
O=C1NC(=O)C2(COC3(CCCC3)OC2)S1,4%,3,-5%,0%,2%,2%
COc1ccc(S(=O)(=O)N2CCCCCC2)cc1C(=O)N(C)Cc1ccco1,13%,-29,nt,-4%,-18%,-9%
COc1cc(Nc2nc3ccc(Cl)cc3nc2-n2nc(C)cc2C)cc(OC)c1,nt,11,nt,6%,nt,1%
CCOC(=O)c1ccc(NC(=O)NCc2ccccc2)cc1,?,-12,1%,-2%,-1%,16%
CC(C)c1ccc(NC(=O)CSc2nc3ccsc3c(=O)n2Cc2ccc(C(=O)O)cc2)cc1,3%,-20,-5%,3%,2%,1%
CC1=C(C)CS(=O)N(S(=O)(=O)c2ccc(Cl)cc2)C1 (configuration not stated),?,-4,1%,2%,-5%,13%

# Among those listed so far, five contain fluorine.
SMILES,HCV inh,HCMV inh,Giardia FBPA inh,AmpC inh detg,AMA1 RON2 block,Sm TGR inh
NC(=O)CN1CCN(c2nc(-c3ccc(F)cc3)cs2)CC1,-8%,-28,2%,-6%,0%,5%
COc1ccc(-c2cc(C(F)(F)F)nc(N)n2)cc1,-16%,-30,2%,-1%,-4%,2%
COc1ccc(/C=C2/C(=O)N(c3cccc(F)c3)N=C2C)c(OC)c1,-4%,5,2%,-11%,0%,-4%
COc1ccc(C)cc1NC(=O)c1nnn(Cc2cccc(C(F)(F)F)c2)c1N,?,?,2%,13%,4%,1%
O=C(NC1CCCCC1)c1ccc(CSc2nc3ccncc3n2Cc2ccccc2F)cc1,nt,-19,nt,20%,nt,34%

# The list continues.
SMILES,HCV inh,HCMV inh,Giardia FBPA inh,AmpC inh detg,AMA1 RON2 block,Sm TGR inh
O=C(CSc1nc2[nH]ncc2c(=O)n1-c1ccccc1Br)NCc1ccccc1Cl,-19%,-25,-13%,0%,36%[activator],5%
CC1Cc2cc(S(=O)(=O)N3CCN(c4ccc(Cl)cc4)CC3)ccc2N1C(=O)C1CC1 (configuration not stated),6.3µM*,-26,5%,-2%,-4%,-5%
Cc1ccccc1OCC(=O)Nc1nnc(C2CCCCC2)s1,22%,-7,2%,-11%,-4%,5%
O=C(NCC(=O)N(c1cccc(F)c1)C(C(=O)NC1CCCC1)c1ccncc1)c1ccco1 (configuration not stated),8%,9,3%,5%,0%,4%
CCNC(=O)COc1cc(C)c(Cl)c(C)c1,5%,-11,-3%,?,-7%,1%
CCN(C(=O)c1cn(C)c(=O)c2ccccc12)c1cccc(C)c1,nt,-1,nt,-2%,nt,-8%
CC(C)c1ccc(-c2noc(SCC(=O)N3CCN(c4ccccc4F)CC3)n2)cc1,nt,-1,nt,6%,nt,6%
Cc1nnc(NC(=O)c2cc(-c3ccncc3)nc3c(C)cccc23)s1,-23%,9,nt,-2%,-9%,1%
O=C(CN1CCCc2ccccc21)Nc1ccc(F)cc1[N+](=O)[O-],?,-10,0%,-4%,12%,-1%
Cc1nn2c(=O)cc(COC(=O)c3cccc(NC(=O)COc4ccccc4C)c3)nc2s1,nt,?,nt,0%,nt,-11%
CC(=O)N1CCc2cc(S(=O)(=O)NC(CC(C)C)C(=O)Nc3cc(C)ccn3)ccc21 (configuration not stated),9%,4,1%,2%,-8%,7%
CCc1nnc2c(Nc3cccc(C(C)=O)c3)nc3ccccc3n12,nt,0,nt,21%,nt,-9%
Cc1ccc(S(=O)(=O)N[C@@H](C)C(=O)N2CCC(C(=O)N3CCC[C@H]3C(=O)O)CC2)cc1,5%&14%,6,4%&8%,2%&-7%,8%,38%&3%[activator]
CN(CCc1ccccc1)C(=O)c1cccc(NC(=O)Cc2cccc(NC(=O)C3CCN(C(=O)C4CCC4)CC3)c2)c1,?,-3,nt,nt,0%,nt
O=C(O)c1cc2c(s1)-c1ccccc1CC2,7%,-5,10%,0%,2%,-17%
CCCC(=O)Nc1ccc2c(c1)nc(CN1CCCC1)n2C,-10%,8,-12%,0%,21%,-4%
c1ccc(-c2nnc3sc(CN4CCC5(CC4)OCCO5)cn23)cc1,-6%,-11,1%,0%,8%,-3%
CC(SCc1ccccc1)C(=O)NCc1ccccn1 (configuration not stated),-1%,4,0%,5%,24%,-1%
CCOc1cc(CN2CCN(C(=O)CC(C)C)CC2)ccc1OC,-5%,34,?,-9%,-1%,-9%
COc1ccc(Nc2nc3c(C)cccc3cc2C#N)cc1,?,-21,0%,-6%,1%,-4%
Cn1nccc1C(=O)N1CCCC(C(=O)c2ccc(C(F)(F)F)cc2)C1 (configuration not stated),?,-24,-3%,-11%,7%,6%
CCCc1c(C)nc2c(OC)cccc2c1SCC(=O)O,?,58,16%,-11%,-2%,-1%
COc1ccccc1C(=O)Nn1cnnc1,15%,68,4%,?,4%,0%
CCOc1cc(C(=O)NC(CC(=O)O)c2ccc(OC3CCCC3)cc2)cc(OCC)c1OCC (configuration not stated),14%,34,-1%,-8%,1%,-2%
